Eya2 inh = qHTS Assay for Inhibitors of the Phosphatase Activity of Eya2. recombinant Eya2, OMFP fluorescence dephosphorylation (OMFP is methylfluorescein phosphate). Potency, µM (top dose mostly 76.9 µM), without a hit: at the highest dose activity, negative = inhibition, hits mostly inhibitors. actives 0.006% (n = 330,000). AID 488837, 2010; further: potency means the concentration at half of the fitted maximal effect; on the % scale 0 is the no-effect control and ±100 the full control effect
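Eya2 (0.2 uM) preincubated 10 min at ambient with compound, then OMFP substrate added at 50 uM; 10 min reaction in 50 mM HEPES pH 7.5, 50 mM NaCl, 5 uM MgCl2, 0.05% BSA, 1 mM DTT. Fluorescence read at Ex 485/Em 525 nm.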
BRCA1 expr act = qHTS Assay to Identify Small Molecule Activators of BRCA1 Expression; MCF7-BRCA1-FFLuc reporter, luminescence, 48 h; response scale: scaled: vehicle 0%, 10 µM genistein 100%; Potency, µM (doses to about 46.1 µM), without a hit: at the highest dose activation, most hits filed as activators; actives 1.1% (n = 380,000); AID 624202, 2012; further: potency means the concentration at half of the fitted maximal effect; nearly all actives have a fitted effect of over 80% in size; some results filed as inactive show a strong effect at the top dose
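Luminescence from a BRCA1-driven firefly luciferase in MCF7 cells was the read-out, taken 15 min after substrate addition following 48 h compound exposure at 37 °C. Data were normalized to a 10 microM genistein control and DMSO vehicle.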
p53 reactivator = qHTS assay for re-activators of p53 using a Luc reporter; Potency, µM (series often up to 92.2 µM), for inactives: at the highest dose activity change, positive = activation, actives largely listed as activators; H1299 p53-A138V BP100-luciferase reporter, luminescence, 24 h; actives 0.063% (n = 320,000); further: potency means the concentration at half of the fitted maximal effect; % of control where 0% means no effect; nearly all actives have a fitted effect of over 45% in size
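p53-null H1299 cells stably carrying temperature-sensitive p53-A138V and a BP100-luciferase reporter were pinned with compounds (4-point, 1:5 series) and held 24 hrs at 37 deg C. Luminescence was read 10 min after detection reagent.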
TRPV1 agonist = HTS Assay for Compounds that Act as Agonists of the Vanilloid Receptor 1; TRPV1-expressing cells, Fluo-8 calcium influx, agonist mode; Transient receptor potential cation channel subfamily V member 1 (Homo sapiens), Q8NER1; activation, % at 8.33 µM; AID 540275, 2011; actives 0.19% (n = 320,000); in the data active means activation above about 80%; inconclusive means between about 30% and that limit; further: 0% is about no effect
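Cells expressing TRPV1 were dye-loaded with Fluo-8 and read kinetically: 10 s baseline, 3 min after compound (agonist portion), then 2 min after EC20 capsaicin (allosteric enhancer portion). Calcium-bound dye fluorescence at 480/520 nm.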
ELG1 genotoxic = qHTS screen for small molecules that induce genotoxicity in human embryonic kidney (HEK293T) cells expressing luciferase-tagged ELG1 | HEK293T ELG1-luciferase reporter, luminescence, 16 h | Potency, µM (series often up to 46 µM), inactives show top-dose activity change, positive = activation, usual class: activators | actives 1.3% (n = 330,000) | AID 504466, 2011; further: potency means the concentration at half of the fitted maximal effect; % of control where 0% means no effect; nearly all actives have a fitted effect of over 60% in size
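Luminescence read-out: rising ELG1-luciferase signal, reflecting elevated ELG1 protein under genetic stress, flags genotoxic compounds. Cells were treated for 16 hr at 37 °C before ONE-Glo detection.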
S-ASM inh = Inhibitors of Secretory Acid Sphingomyelinase (S-ASM): qHTS; AID 504937, 2011; placental ASM, HMU-PC fluorogenic substrate, 60 min; Sphingomyelin phosphodiesterase (Homo sapiens), P17405; Potency, µM (doses to about 57.5 µM), inactives show at the top dose activity change, negative = inhibition, hits mostly inhibitors; actives 0.006% (n = 340,000); further: potency means the concentration at half of the fitted maximal effect
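Steps: dispense placental human ASM, pin compound, wait 10 min at room temperature, add HMU-PC0 substrate at 9 uM final, incubate 60 min at 37 °C, add stop solution raising pH to 10, read fluorescence.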
B2AR arrestin = qHTS assay of beta-arrestin-biased ligands of beta2-adrenergic receptor. Beta-2 adrenergic receptor (Homo sapiens), P07550. beta-arrestin recruitment to beta2AR, cell-based reporter. Potency, µM (highest dose often 46.1 µM), inactives show at the highest dose activation, hits mostly activators. actives 0.02% (n = 330,000). AID 492947, 2010;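 further: potency means the concentration at half of the fitted maximal effect; 0% = DMSO controls and full agonism = EC100 isoproterenol or metaproterenol; nearly all actives have a fitted effect of over 65% in size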
Target sequence (P07550 whole entry, looked up): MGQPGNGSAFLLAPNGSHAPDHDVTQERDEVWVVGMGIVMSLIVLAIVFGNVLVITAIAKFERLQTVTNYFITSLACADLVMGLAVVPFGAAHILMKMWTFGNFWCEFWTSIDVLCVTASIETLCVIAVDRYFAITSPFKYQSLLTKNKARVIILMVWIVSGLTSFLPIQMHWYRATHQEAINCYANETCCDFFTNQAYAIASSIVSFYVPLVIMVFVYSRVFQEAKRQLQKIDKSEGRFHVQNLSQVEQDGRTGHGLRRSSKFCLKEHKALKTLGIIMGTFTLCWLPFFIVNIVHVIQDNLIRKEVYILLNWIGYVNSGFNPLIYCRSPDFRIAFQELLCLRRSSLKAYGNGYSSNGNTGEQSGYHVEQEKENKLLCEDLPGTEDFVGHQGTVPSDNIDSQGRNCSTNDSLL
TSG101-PTAP inh = qHTS Assay for Iinhibitors of HIV-1 Budding by Blocking the Interaction of PTAP/TSG101; AID 493005, 2010; Fluorescence polarization, FITC-PTAP peptide / Tsg101 binding; 340,000 tested, under 10 active; Potency, µM (highest dose often 115 µM), for inactives: at the top dose activity change, negative = inhibition, usual class: inhibitors; Tumor susceptibility gene 101 protein (Homo sapiens), Q99816; active means well fitted inhibition curve with a large enough effect in the main read-out, with a control signal flat, not every such curve was filed as active; inconclusive means small, poorly fitted or top-dose-only effect, or effect the other way, or a change in a side signal; inactive means no such curve, though single readings can be large or run the other way; further: potency means the concentration at half of the fitted maximal effect; % of control where 0% means no effect
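Tsg101 binding domain (10 uM final) was mixed with compound and a FITC-labeled PTAP peptide (50 nM final) in HEPES pH 7.5 buffer with NaCl, Tween 20, EDTA and TCEP; fluorescence polarization was read after 20 min at r.t.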
uPA surface inh = qHTS for Inhibitors of Cell Surface uPA Generation; cell surface uPA generation assay, qHTS; Potency, µM (top dose mostly 38.3 µM), without a hit: top-dose activity change, negative = inhibition, usual class: inhibitors; actives 0.31% (n = 330,000); AID 540303, 2011; active means well fitted inhibition curve with a large enough effect; inconclusive means small, poorly fitted or top-dose-only effect; inactive means no such curve, though single readings can be large or run the other way; tested in mouse RAW 264.7 cells; further: potency means the concentration at half of the fitted maximal effect; on the % scale 0 is the no-effect control and ±100 the full control effect; nearly all actives have a fitted effect of over 55% in size
Integrin act MD = qHTS for Activators of Integrin-Mediated Alleviation for Muscular Dystrophy; alpha7betagal myoblasts, beta-gal FDG fluorescence, 48 h; Potency, µM (top dose mostly 38.3 µM), inactives show at the top dose activation, hits mostly activators; actives 0.064% (n = 350,000);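 further: potency means the concentration at half of the fitted maximal effect; 100% = response of the positive control SU9516; nearly all actives have a fitted effect of over 60% in size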
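alpha7betagal+/- myoblasts (passage 13, 250/well) treated 48 h at 37C with compounds at 1:260 dilution of DMSO stock. Lysed, then beta-galactosidase activity read as FDG fluorescence (ex 480/em 540) after 30 min, with pre-read for autofluorescence.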
USP2a inh = qHTS Assay for Inhibitors of Ubiquitin-specific Protease USP2a Using CHOP2 as the Reporter | Ubiquitin carboxyl-terminal hydrolase 2 (Homo sapiens), O75604 | USP2 core, Ub-CHOP2 coupled fluorogenic reporter, 485/531 | Potency, µM (series often up to 38.3 µM), for the others: at the highest dose activity change, negative = inhibition, actives largely listed as inhibitors | actives 0.01% (n = 330,000);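 further: potency means the concentration at half of the fitted maximal effect; plate controls were DMSO wells for no effect and full inhibition by NEM control for full effect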
Target sequence (O75604 whole entry, looked up): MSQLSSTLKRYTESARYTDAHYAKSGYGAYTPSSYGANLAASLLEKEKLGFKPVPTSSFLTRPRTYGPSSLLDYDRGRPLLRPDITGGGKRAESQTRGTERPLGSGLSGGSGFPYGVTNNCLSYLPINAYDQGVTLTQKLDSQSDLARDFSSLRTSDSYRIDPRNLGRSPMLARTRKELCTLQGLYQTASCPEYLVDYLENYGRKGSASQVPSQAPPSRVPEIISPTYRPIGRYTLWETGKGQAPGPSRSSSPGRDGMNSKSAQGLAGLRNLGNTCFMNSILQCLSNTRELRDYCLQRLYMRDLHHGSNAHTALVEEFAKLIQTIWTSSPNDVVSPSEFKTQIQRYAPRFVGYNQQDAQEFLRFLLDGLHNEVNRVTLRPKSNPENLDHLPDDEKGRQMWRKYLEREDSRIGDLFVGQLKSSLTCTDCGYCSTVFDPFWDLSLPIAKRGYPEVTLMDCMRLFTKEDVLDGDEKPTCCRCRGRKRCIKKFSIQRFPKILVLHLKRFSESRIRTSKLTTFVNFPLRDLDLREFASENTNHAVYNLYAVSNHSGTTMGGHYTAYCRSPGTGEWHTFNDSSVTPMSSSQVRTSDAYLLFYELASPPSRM
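Cell-free coupled assay: 10nM USP2 core preincubated 30min RT with compound in Tris-HCl pH 8.0/CaCl2/CHAPS buffer, then 25nM Ub-CHOP2 and 25nM reporter substrate; fluorescence (Ex 485/Em 531) read after 60min RT, normalized to NEM inhibition, concentration-response curves fitted.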
Numbers without * were called inactive; ? = inconclusive; / = no result given; [ ] = another dose, or the depositor's remark. Unless noted, the call rests on the fitted dose curve; in most records, active means well fitted curve in the direction sought with a large enough effect; inconclusive means small, poorly fitted or top-dose-only effect, or another doubt; inactive means no such curve, though single readings can be large; an effect the other way counts as inactive or inconclusive. An unsorted share of the library, and some 2.6% of all compounds hit somewhere here.

1) CCCC(=O)OCC1CN(Cc2ccco2)S(=O)(=O)c2c(F)cccc2O1 (stereo not drawn)
2) ON=C(CCc1ccccc1)CCc1ccccc1
3) O=C(CSc1nnnn1-c1ccc(F)cc1)NCc1cccs1
4) COc1ccc(Nc2nc(N)nc(CSc3nnc(N)s3)n2)cc1
5) CCC/C(O)=C1\C(=O)CCCC1=NCCc1ccc(OCC)c(OCC)c1
6) COc1ccc(C(=O)N/C(=C\c2cccc3ccccc23)C(=O)NCCc2c[nH]c3ccccc23)cc1OC
7) COc1ccc(CNC(=O)COC(=O)CO/N=C(\C)c2ccc3c(c2)OCO3)cc1
8) CC(C)(C)C(=O)Oc1cccc(Nc2ncnc3ccccc23)c1
9) Cc1cc(C(=O)CSc2nc(N)cc(N)n2)c(C)n1-c1cccc(F)c1
10) CC1Sc2ccc(S(=O)(=O)CCC(=O)N(C)Cc3ccccc3)cc2NC1=O (stereo not drawn)
Compound,1,2,3,4,5,6,7,8,9,10
Eya2 inh,/,/,-19%,19%,-8%,2%,5%,3%,0%,-3%
BRCA1 expr act,5%,-3%,2%,?,-23%,-7%,-9%,4%,32%,-2%
p53 reactivator,/,/,-9%,?,-5%,-2%,2%,/,7%,4%
TRPV1 agonist,/,/,5,8,3,-2,?,?,-1,12
ELG1 genotoxic,/,/,0%,?,-5%,-4%,-3%,2%,-2%,-3%
S-ASM inh,0%,-2%,4%,1%,-2%,-4%,5%,-2%,-1%,-2%
B2AR arrestin,/,/,-0.1%,0.5%,0.2%,0.0%,-0.2%,0.3%,-1.1%,0.3%
TSG101-PTAP inh,-2%,-3%,-2%,-3%,-3%,2%,-1%,-9%,-1%,-2%
uPA surface inh,-17%,5%,5%,0%,-1%,0%,-14%,3%,1%,-1%
Integrin act MD,25%,?,-13%,0%,-20%,-8%,9%,21%,-2%,-28%
USP2a inh,/,/,1%,-1%,10%,0%,1%,-1%,0%,1%

11) CCOC(=O)C1CCN(C(=O)Nc2ccc3c(c2)nc(C)n3C)CC1
12) Cc1ccc(S(=O)(=O)NCC(=O)OC(C(=O)c2ccccc2)c2ccccc2)cc1 (stereo not drawn)
13) CN(C)/C=N/C(=S)Nc1ccccc1
14) Cc1ccnc(N2CCC(C(=O)NNC(=O)c3ccccc3C)CC2)n1
15) Oc1ccccc1C1SC(c2ccccc2O)SC(c2ccccc2O)S1 (stereo not drawn)
16) CCOC(=O)c1c(C(F)(F)F)nc2ncccn12
17) CCOC(=O)C1=C(CC)OC(N)=C(C#N)C1c1ccc(F)cc1F (stereo not drawn)
18) COc1ccc(/C=N/OCC(=O)Nc2nc3ccccc3s2)cc1OC
19) CSCC[C@H](NC(=O)N1C[C@H]2C[C@@H](C1)c1cccc(=O)n1C2)C(=O)Nc1ccc(NC(C)=O)cc1
20) COc1ccc2nc(Nc3nc(-c4ccncc4)cs3)sc2c1
Compound,11,12,13,14,15,16,17,18,19,20
Eya2 inh,-4%,-4%,4%,13%,/,-7%,-2%,-5%,6%,-12%
BRCA1 expr act,?,11%,45%,0%,-88%,-6%,1%,33%,22%,31%
p53 reactivator,?,2%,1%,4%,/,-3%,-4%,-32%[inhibitor],4%,1%
TRPV1 agonist,0,13,-3,1,/,0,1,25,-1,3
ELG1 genotoxic,?,1%,10%,2%,/,-5%,4%,4%,2%,10%
S-ASM inh,0%,-8%,2%,3%,-13%,1%,7%,-3%,-1%,3%
B2AR arrestin,0.3%,0.2%,-0.3%,0.0%,/,-0.6%,-0.2%,-0.5%,-3.8%,0.0%
TSG101-PTAP inh,-7%,2%,0%,-6%,-3%,-2%,-2%,2%,-7%,-1%
uPA surface inh,1%,3%,-3%,8%,8%,2%,-3%,-6%,5%,1%
Integrin act MD,25%,-1%,-26%,24%,-58%[inhibitor],2%,-33%,5%,24%,-27%
USP2a inh,0%,2%,0%,0%,/,5%,1%,1%,0%,4%

3 entries already listed, arranged by the number in TSG101-PTAP inh, largest number first:
nr | SMILES | Eya2 inh | p53 reactivator | TRPV1 agonist | S-ASM inh | B2AR arrestin | TSG101-PTAP inh | uPA surface inh | Integrin act MD
18 | COc1ccc(/C=N/OCC(=O)Nc2nc3ccccc3s2)cc1OC | -5% | -32%[inhibitor] | 25 | -3% | -0.5% | 2% | -6% | 5%
16 | CCOC(=O)c1c(C(F)(F)F)nc2ncccn12 | -7% | -3% | 0 | 1% | -0.6% | -2% | 2% | 2%
14 | Cc1ccnc(N2CCC(C(=O)NNC(=O)c3ccccc3C)CC2)n1 | 13% | 4% | 1 | 3% | 0.0% | -6% | 8% | 24%

Next compounds follow:
21) CN1CCN(C(=O)c2cc3c(ccc4ccccc43)oc2=O)CC1
22) CC(C)(C)NC(=O)c1cc(-c2ccc3c(c2)OCO3)nc2ccccc12
23) CN(C)CCC(=O)N1c2ccccc2Sc2ccc(C(F)(F)F)cc21
24) CCc1ccccc1NC(=O)CC(c1ccc(OC)cc1)n1cccc1 (stereo not drawn)
25) CCOc1ccc(N=Nc2c(N)[nH][nH]c2=O)cc1
26) CCN(c1ccccc1)S(=O)(=O)c1ccc(C(=O)Nc2c(C)n(C)n(-c3ccccc3)c2=O)cc1
27) O=C1Nc2ccc(S(=O)(=O)N3CCCC3)c3ccc(S(=O)(=O)N4CCCC4)c1c23
28) CC1=C(C(=O)OCCC(C)C)C(c2ccc3c(c2)OCO3)NC(=O)N1 (stereo not drawn)
29) NC(=O)[C@@H]1CCCNc2c(F)cc([N+](=O)[O-])cc2C(=O)N[C@@H](CCC(=O)O)C(=O)N[C@@H](CO)C(=O)N1
30) C/C(=N\OC(=O)c1ccc(Cl)cc1)c1nccs1
Compound,21,22,23,24,25,26,27,28,29,30
Eya2 inh,-17%,-12%,-18%,6%,-2%,-7%,8%,3%,6%,2%
BRCA1 expr act,13%,-40%,-36%,-5%,5µM*,1%,20%,-13%,16%,-2%[1.84 µM]
p53 reactivator,0%,3%,/,-4%,?,4%,-8%,/,-2%,5%
TRPV1 agonist,10,?,3,5,-9,/,-1,1,-4,24
ELG1 genotoxic,0%,1%,-4%,-11%,?,0%,-3%,-1%,-3%,1%
S-ASM inh,/,26%,0%,-1%,-1%,4%,6%,4%,-5%,6%
B2AR arrestin,-0.4%,0.2%,-0.2%,-0.7%,-0.5%,-0.1%,-0.5%,-1.0%,-2.7%,-0.1%
TSG101-PTAP inh,-6%,-2%,-4%,0%,0%,-11%,-8%,-3%,-1%,-5%
uPA surface inh,0%,5%,-18%,2%,-7%,3%,3%,19%,12%,5%
Integrin act MD,3%,-18%,-50%[inhibitor],0%,19%,15%,4%,11%,28%,7%
USP2a inh,0%,-8%,-2%,-1%,-1%,-2%,2%,-1%,2%,2%

31) N#CCC(=O)N/N=C/c1c(-c2ccccc2)n(-c2ccccc2)c2ccccc12
32) NC(=O)CC[C@H](NC(=O)c1ccc(F)cc1)C(=O)N1CCN(Cc2ccc3c(c2)OCO3)CC1
33) CCOC(=O)CSc1nc(-c2ccc3c(c2)OCO3)ccc1C#N
34) CCOC(=O)Nc1cccc(Cl)c1C
35) COCCCN(C(=O)Nc1ccccc1)C(C)c1ccncc1 (stereo not drawn)
Compound,31,32,33,34,35
Eya2 inh,-15%,2%,4%,14%,1%
BRCA1 expr act,-12%,-1%,?,5%,-7%
p53 reactivator,0%,-4%,?,7%,4%
TRPV1 agonist,2,/,1,6,/
ELG1 genotoxic,-23%,0%,?,1%,4%
S-ASM inh,-20%,18%,276%[activator],1%,2%
B2AR arrestin,0.1%,-0.2%,3.2%,0.2%,0.0%
TSG101-PTAP inh,2%,6%,2%,-3%,-2%
uPA surface inh,10%,-2%,-3%,-2%,-2%
Integrin act MD,5%,25%,15%,-15%,4%
USP2a inh,-2%,5%,-1%,0%,4%

Compound activity from PubChem BioAssay.
